14-3-3g Raf: modulators of 14-3-3 gamma protein binding, primary screen, biochemical, fluorescence polarization. FP, 14-3-3gamma / TMR-pS259-Raf peptide binding. 14-3-3 protein gamma (Homo sapiens), P61981. inhibition, % at 40 µM. 0.19% of 160,000 active; in the data active = inhibition above about 30%;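 also: 0% = protein plus tracer without compound and 100% = blank with tracer alone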
Target sequence (P61981 whole entry, looked up): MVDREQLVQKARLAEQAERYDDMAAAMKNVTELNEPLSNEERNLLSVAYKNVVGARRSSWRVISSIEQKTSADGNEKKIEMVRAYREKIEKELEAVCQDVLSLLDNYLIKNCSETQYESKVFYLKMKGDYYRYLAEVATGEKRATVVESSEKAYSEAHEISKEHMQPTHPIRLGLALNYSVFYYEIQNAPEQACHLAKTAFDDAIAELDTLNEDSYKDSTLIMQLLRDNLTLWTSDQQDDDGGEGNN
The depositor's hits bear a star; & = joins results of further samples.

14-3-3g Raf,mol
-3,O=C(CCC1CCCC1)N1CCN(Cc2c[nH]c3ccccc23)CC1
-5,CCC(=O)Nc1ccc(NC(=O)c2ccco2)c(OC)c1
-7,Cc1c(C(=O)Nc2ccc(Cl)cc2)sc2ncn(Cc3cccc(F)c3)c(=O)c12
-6,CC(C)(C)n1ncc2c(=O)n(CC(=O)OCc3ccccc3)cnc21
-6,CC1(C)COC(c2ccc(F)cc2)=N1
-1,COc1ccc(OC)c(C2CC(=O)N3CN(c4ccc(C)c(Cl)c4)CSC3=C2C#N)c1 (centres undefined)
0,CCOC(=O)c1csc(NC(=O)c2ccc(S(=O)(=O)N3CCc4ccccc43)cc2)n1
-10,N#Cc1ccc(-c2ccco2)nc1SCc1ccccc1
-11,O=C(c1cnc2n(c1=O)CCS2)N1CCN(c2ccc(Cl)c(Cl)c2)CC1
5,CC1=C(C(=O)OCCCc2ccccc2)C(c2ccccc2F)CC(=O)N1 (centres undefined)
20,Cc1c(C(=O)NCCC(C)C)oc2ccc(S(=O)(=O)N3CCOCC3)cc12
-38,Brc1ccc2[nH]c3c(c2c1)CCCCC3
-1,CCCCc1ccc(C2C(C(=O)OCC)=C(C)NC3=C2C(=O)CC(C)(C)C3)s1 (centres undefined)
-11,Cc1nc(NC2=NCN(Cc3cccnc3)CN2)nc2ccccc12
-3,COc1cc(C=Nc2ccc3oc(=O)ccc3c2)ccc1C(=O)Oc1ccccc1I
-2,COc1cccc(-c2nn(C)c3sc(C(=O)Nc4ccc(C)c(F)c4)cc23)c1
-7,COc1ccc(Nc2cc(C)nc3ccc(Cl)cc23)cc1
-13,CC(=O)c1cccc(NS(=O)(=O)c2ccc(Oc3ccc([N+](=O)[O-])cc3)cc2)c1
-4,CCCCCn1c(CN2CCN(Cc3ccccc3)CC2)nc2c1c(=O)[nH]c(=O)n2C
-18,Cc1noc(COc2ccccc2OCC(N)=O)c1Cl
0,CC(C)(C)c1ccc(C(=O)N2N=C(c3ccc([N+](=O)[O-])cc3)CC2(O)C(F)(F)F)cc1 (centres undefined)
-6,CC1(c2ccccc2)NC(=O)N(CC(=O)N2CCOCC2)C1=O (centres undefined)
-11,CC12CN(C(=O)c3ccco3)CC(c3ccccc3)(CN(C(=O)c3ccco3)C1)C2=O
-4,Cc1ccccc1-n1c(=O)cc(N2CCCCCC2)[nH]c1=O
-15,CC1=C(C(=O)Nc2cccc(C)c2C)C(c2cccc([N+](=O)[O-])c2)NC(=S)N1 (centres undefined)

Part of the list above in another layout:
| SMILES | 14-3-3g Raf |
| --- | --- |
| COc1ccc(OC)c(C2CC(=O)N3CN(c4ccc(C)c(Cl)c4)CSC3=C2C#N)c1 (centres undefined) | -1 |
| CC(C)(C)c1ccc(C(=O)N2N=C(c3ccc([N+](=O)[O-])cc3)CC2(O)C(F)(F)F)cc1 (centres undefined) | 0 |
| Cc1nc(NC2=NCN(Cc3cccnc3)CN2)nc2ccccc12 | -11 |
| Cc1ccccc1-n1c(=O)cc(N2CCCCCC2)[nH]c1=O | -4 |
| Brc1ccc2[nH]c3c(c2c1)CCCCC3 | -38 |

Following part
14-3-3g Raf,mol
-12,COCCNC(=O)C1CC(=O)N(c2ccc(OC)cc2)C1c1ccc(OC)cc1 (centres undefined)
12,CC(=O)N1c2ccc(S(=O)(=O)CCC(=O)NCc3ccc(F)cc3)cc2CC1C (centres undefined)
-7&-3,COC(=O)c1cn(C)c2ccc(S(=O)(=O)N3CC(C)CC(C)C3)cc2c1=O (centres undefined)
-82,CCCCSc1nnc2c(n1)OC(c1ccc(C(=O)OC)cc1)Nc1ccccc1-2 (centres undefined)
-4,CCOC(=O)N1CCN(S(=O)(=O)c2ccc(C(=O)Nc3ccc(F)cc3F)cc2)CC1
0,COCCn1c(C)cc(C(=O)COC(=O)c2ccc3ncsc3c2)c1C
0,O=C(c1ccc(C(=O)N2CCOCC2)nc1)N1CCOCC1
-7,Cc1cc(C)nc(SCC(=O)NCc2cc(-c3nn(C)c(=O)c4ccccc34)ccc2C)n1
-10,CC1Cc2ccccc2N1C(=O)CN1C(=O)CN(C)C(=O)c2ccccc21 (centres undefined)
4,Cc1ccc(C(=O)N2N=C(c3ccc(Cl)cc3)CC2(O)C(F)(F)F)cc1 (centres undefined)
-3,O=C(c1cc(S(=O)(=O)N2CCCC2)ccc1F)N1CCOCC1
-2,Cc1sc2nc3c(C(=O)N4CCN(c5cccc(Cl)c5)CC4)cccn3c(=O)c2c1C
-8,Cc1ccc(C2C(=O)N(C3CCCCCC3)CC(=O)N2CCC2=CCCCC2)cc1 (centres undefined)
-98,CCOC(=O)C1CCN(c2cc(Nc3ccc4c(c3)OCCO4)c3c4c(onc24)-c2ccccc2C3=O)CC1
2&10,Cn1c(Cl)cnc1C(O)c1ccccc1 (centres undefined)
0,CCN(CCCNC(=O)C1c2ccccc2C(=O)N(C)C1c1cccs1)c1cccc(C)c1 (centres undefined)
-4,CCN(CC)S(=O)(=O)c1ccc2[nH]cc(C(=O)NCc3ccc(C)cc3)c(=O)c2c1
-13,Cc1cc(-c2nc(-c3cccnc3)no2)ccc1[N+](=O)[O-]
-1,CCOC(=O)C1=C(C)NC(=O)NC1c1ccccc1OC(C)C (centres undefined)
-11,CCOC(=O)c1cc2occc2n1CCCN1C(=O)c2ccccc2C1=O
-15,Cc1cc(C)n2c(SCC(=O)N3CCN(S(=O)(=O)c4ccc(Cl)cc4)CC3)nnc2n1
-27,COc1ccc(N=Cc2c(C)c(Cl)c(C)c([N+](=O)[O-])c2O)cc1Cl
-8,O=C(c1ccc2nc(-c3ccco3)c(-c3ccco3)nc2c1)N1CCN(c2ccccc2)CC1
-2,CC1=C(C(=O)Nc2ccc(Br)cn2)C(c2ccccc2)C2=C(CCCC2=O)N1 (centres undefined)
1,CCN(CC)S(=O)(=O)c1ccc(F)c(C(=O)NC2CCCC(C)C2C)c1 (centres undefined)
-4,O=C(Nc1ccccc1C(=O)N1CCOCC1)c1cccc(S(=O)(=O)N2CCOCC2)c1
-7,COCC(=O)Nc1nnc(SCC(=O)NCc2cccs2)s1
8,CC(=O)Nc1ccc(C(=O)NCC(C)C)cc1
-2,C=CCc1ccccc1OCC(O)CN1CCN(Cc2ccc3c(c2)OCO3)CC1 (centres undefined)
-7,CCOc1ccccc1N1CCN(C(=O)c2cccc(F)c2)CC1
-7,O=C(c1ccc(Nc2nc(-c3ccccc3)c3cc(Br)ccc3n2)cc1)N1CCOCC1
-10&-3,Cc1ccccc1OCc1nc(-c2ccccc2)no1
-6,CCN(CCCNS(=O)(=O)c1cc(Br)cc2c1N(C(C)=O)CC2)c1cccc(C)c1
-8,CC1=CCC(c2nnco2)C(c2ccc([N+](=O)[O-])cc2)C1 (centres undefined)
-7,O=C(Cn1nc(Cc2cccnc2)c2ccccc2c1=O)Nc1ccc2c(c1)OCO2
0,CCc1ccc(N2C(=S)NC3CC2(C)Oc2ccc([N+](=O)[O-])cc23)cc1 (centres undefined)
-13,CC(=O)Nc1nc(-c2cccs2)cs1
-6,O=C(NCCc1ccc(Cl)cc1)C1CCN(C(=O)c2sccc2-n2cccc2)CC1
1,Cn1c(=O)oc2cc(S(=O)(=O)N3CCCC(C(=O)NCC4COc5ccccc5O4)C3)ccc21 (centres undefined)
-2,O=C(NCCCn1ccnc1)c1cn(-c2ccccc2)nc1-c1ccc(F)cc1
-1,O=C1CNC(=O)CN1
-4,CC1=C2C(=O)OC(c3ccoc3)C2(C)CCC1 (centres undefined)
-5,O=C(CN1C(=O)COc2ccccc21)NCCN1CCc2ccccc2C1
3,NS(=O)(=O)c1ccc(N2C(=O)C3C4c5ccccc5C(c5ccccc54)C3C2=O)cc1 (centres undefined)
5,O=C(CCN1C(=O)c2ccccc2C1=O)N1CCN(Cc2ccc(Cl)cc2Cl)CC1
-9,CCCc1ccc(OCC(=O)Nc2sc3c(c2C(=O)OC)CCCCC3)cc1
1,CCCN(CCC)CCCNS(=O)(=O)c1cc(Br)cc2c1N(C(C)=O)CC2
-8,COc1ccc(C(=O)NCCOc2ccccc2F)cc1OC
3,CC(=O)Nc1ccc(S(=O)(=O)c2ccc(NC(C)=O)cc2)cc1
-2,Cc1ccc(-n2c(=O)[nH]cc(C(=O)Nc3ccc4c(c3)OCO4)c2=O)cc1C

The final six entries of the section before are carried over, then new ones follow:
14-3-3g Raf,mol
5,O=C(CCN1C(=O)c2ccccc2C1=O)N1CCN(Cc2ccc(Cl)cc2Cl)CC1
-9,CCCc1ccc(OCC(=O)Nc2sc3c(c2C(=O)OC)CCCCC3)cc1
1,CCCN(CCC)CCCNS(=O)(=O)c1cc(Br)cc2c1N(C(C)=O)CC2
-8,COc1ccc(C(=O)NCCOc2ccccc2F)cc1OC
3,CC(=O)Nc1ccc(S(=O)(=O)c2ccc(NC(C)=O)cc2)cc1
-2,Cc1ccc(-n2c(=O)[nH]cc(C(=O)Nc3ccc4c(c3)OCO4)c2=O)cc1C
-3,CC[C@H](C)[C@H](NS(=O)(=O)c1ccc(C)cc1)C(=O)N1CCC(C(=O)N[C@@H](C)C(=O)O)CC1
-2,Cc1ccccc1C1OC2(C(=O)c3ccccc3C2=O)C2C(=O)N(C3CCCCC3)C(=O)C12 (centres undefined)
-8,CCCCOc1ccc(-c2nnc(-c3ccco3)o2)cc1
-5,COc1ccc(-n2nc3cc(C)c(NC(=O)COc4ccccc4C)cc3n2)cc1
4,CCN(CC)S(=O)(=O)c1cccc(-c2nc3n(n2)Cc2ccccc2-3)c1
4,COc1ccc(NC(=O)CSc2nc(-c3ccncc3)nn2CC(=O)N2CCCC2)cc1
11,O=C(OCC1COc2ccccc2O1)c1ccc(Br)c(S(=O)(=O)N2CCOCC2)c1 (centres undefined)
-8,CCS(CC1CC1(Cl)Cl)=NS(=O)(=O)c1ccc(C)cc1 (centres undefined)
5,COc1cc(OC)c(OC)cc1C=Cc1ccc2cccc(OCc3ccccc3)c2n1
-1,Cc1ccccc1NC(=O)Cc1nc(CSc2nnc(C3CCCCC3)n2N)cs1
-13,O=C(NCCCN1CCOCC1)c1cccc(-n2c(=S)[nH]c3cc(Cl)ccc3c2=O)c1
1,COc1ccc(OCC(O)CN2CCCCCC2)cc1 (centres undefined)
-3,CC(CNC(=O)c1ccc(Cl)cc1)NC(=O)c1ccc(Cl)cc1 (centres undefined)
-1,Cc1sc(NC(=O)c2cccc([N+](=O)[O-])c2)c(C#N)c1C
-1,NC(=O)Cc1ccc(OCC(=O)Nc2ccc(OC(F)(F)F)cc2)cc1
-4,O=S(=O)(Cc1ccccc1)N1CCn2c(nc3ccccc32)C1
-7,CN(C)c1ccc(C2Nc3ccccc3-c3nnc(SCc4ccccc4)nc3O2)cc1 (centres undefined)
6,CCc1ccccc1-n1c(SCc2cccc(Br)c2)nc2[nH]ncc2c1=O
1,COc1ccc(-c2nnc3ccc4ccccc4n23)c(OC)c1
0,COc1cc(C2N3CC4(C)CN2CC(C)(C3)C4)ccc1O (centres undefined)
5,CCC(=O)N/C=C/n1cnc2cc(C(F)(F)F)ccc21
0,COc1ccc(C=Nc2nc3c(s2)CCc2cc(OC)ccc2-3)cc1
-8,CCOC(=O)c1ccc(CN(Cc2ccc(C)cc2)S(=O)(=O)c2ccc3c(c2)OCCO3)cc1
-9,CCC(=O)N1CCc2cc(Br)cc(S(=O)(=O)N3CCC(C(=O)N(CC)CC)CC3)c21
-24,Brc1cc(-c2ccccc2)ccc1OCc1cn2cccnc2n1
-5,CCOC(=O)c1nnn(CC(=O)Nc2cc(Cl)ccc2C)c1C(=O)OCC
-4,CC(=O)Oc1c(Sc2ccc(Cl)cc2)c(C)nn1C(C)(C)C
0,CCOc1ccc(-c2nnc(OC)c3ccccc23)cc1
21,Cc1ccccc1Nc1cc(C(=O)NC2CCCCC2)c2ccccc2n1
0&-4,Cc1cc(C)c(NC2=CC(=O)CC(C)(C)C2)c(C#N)c1
4,Fc1cccc(-c2nnc(-c3ccc(OCc4cccc(Br)c4)cc3)o2)c1
-10,Cc1ccccc1CSc1nc2c(c(=O)n1-c1ccccc1)SCC2
-9,CCOC(=O)COc1nc(N(C)C)nc(N(C)C)n1
-2,O=C(NC1CCCC1)C(c1ccccc1)N1CCN(C(=O)c2ccco2)CC1 (centres undefined)
-6,O=C(O)CCN1C(=O)c2ccc(S(=O)(=O)c3ccc(C(=O)O)cc3)cc2C1=O
-3,Cc1ccc(C)c(N2C(=O)c3ccc(Oc4cccc(N)c4)cc3C2=O)c1
-4,COc1cc(C2C=C(c3ccc(F)cc3)Nc3ncnn32)ccc1OC(F)F (centres undefined)
-13,O=C(NCCCO)Nc1ccc2snnc2c1
-10,COCCCn1nnnc1SCC(=O)Nc1nc(C)c(C)s1
-12,CCCCNc1c(C(=O)OCC)cnc2c(OC)cccc12
1,Cc1ccccc1Cn1c(SC(C)C(=O)O)nc2c1c(=O)n(C)c(=O)n2C (centres undefined)
-10&-9,O=C(CSc1nnc(C2COc3ccccc3O2)o1)N1CCOCC1 (centres undefined)
-18,COc1ccc(OCCCC(=O)Nc2nc3ccc(OC)cc3s2)cc1
-1,Cc1ccc(NC(=O)C(C)NC(=O)C(c2ccccc2)c2ccccc2)cc1C (centres undefined)
-7,O=C(CSCc1ccccc1)Nc1ccc2c(c1)OCO2

An excerpt; the hit share may differ from the screen's.
